Screening results deposited in PubChem by several laboratories.
SUMO Mot1 rescue = yeast Mot1-301 growth rescue at high temperature, primary screen, SUMOylation pathway inhibitor project, S. cerevisiae, ATP luminescence, 38.5C. AID 2716, 2010. 320,000 compounds, 1% hits. growth rescue, % at 18.8 µM. S. cerevisiae Mot1-301 growth rescue; percent above DMSO median, 100 means doubled;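 active = every valid replicate shows activation above 250% relative to neutral control wells; inactive = the rest, any valid replicate at or below 250%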;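 also: OY570 slx delta 5 strain wells were the positive control but not used for scaling; some compounds called inactive have numbers as strong as hits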
Tat export inh = E. coli Tat export inhibitors, primary screen, MC4100, TorA-mCherry reporter, fluorescence, single point; inhibition, % at 10 µM; AID 488895, 2010; 340,000 compounds, 0.036% hits;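 active = mean replicate inhibition at least 50% and at least half of replicates individually reaching 50%; inconclusive = only one of the two criteria met; inactive = neither criterion met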;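 also: exported cargo escapes ClpAP degradation while cytoplasmic cargo is degraded and loses fluorescence; 0% = median of neutral control wells and 100% = median of NaSCN control wells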
E coli growth = E. coli V3065 growth inhibition, primary screen, counter-screen for AddAB inhibitor project, absorbance, OD600; 18 h; inhibition, % at 11.9 µM; 330,000 compounds, 0.27% hits;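 active = inhibition above the campaign's mean inhibition across all tested compounds plus 3 SD, cut at about 9.9% in these data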;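 also: uninfected addAB+ strain grown without phage in ampicillin broth; 0% = DMSO wells and 100% = ciprofloxacin 0.95 µg/ml wells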
phage Ecoli inh = growth loss of phage-infected E. coli, primary screen, RecBCD inhibitor project, absorbance, with phage, HTS. AID 651602, 2012. 360,000 compounds, 0.26% hits. inhibition, % at 11.9 µM; in the data active = inhibition above about 11%
AddAB inh = growth inhibition of E. coli expressing H. pylori AddAB, primary screen, AddAB inhibitor project, absorbance; inhibition, % at 11.9 µM; 330,000 compounds, 0.29% hits; in the data active = inhibition above about 12%;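 also: 0% = vehicle wells of infected cells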
PKA-R2B act = activators of PKA-R2B holoenzyme, primary screen, biochemical, fluorescence polarization, Cy5-IP20, human | cAMP-dependent protein kinase catalytic subunit beta (Homo sapiens) + cAMP-dependent … | PKA-R2B holoenzyme dissociation; R2B truncated from residue 108, S112A mutant; 0% DMSO only, 100% 113 µM cGMP | activation, % at 11.4 µM | 340,000 compounds, 0.079% hits | AID 504700, 2011;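 active = activation above a cutoff set at the mean over all compounds plus 3 SD, cut at about 18% in these data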;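 also: higher means more holoenzyme dissociation and a rise in polarization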
OPRM1-OPRD1 ag = agonists of OPRM1-OPRD1 heterodimerization, primary screen, cell-based, luminescence | activation, % at 9.3 µM | 340,000 compounds, 0.3% hits | AID 504326, 2011 | cells; in the data active = activation above about 18%;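 also: 0% = vehicle-treated cells and 100% = reference agonist; values of inactives mirror those of a sister screen read the other way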
Target sequence (P35372 whole entry, looked up): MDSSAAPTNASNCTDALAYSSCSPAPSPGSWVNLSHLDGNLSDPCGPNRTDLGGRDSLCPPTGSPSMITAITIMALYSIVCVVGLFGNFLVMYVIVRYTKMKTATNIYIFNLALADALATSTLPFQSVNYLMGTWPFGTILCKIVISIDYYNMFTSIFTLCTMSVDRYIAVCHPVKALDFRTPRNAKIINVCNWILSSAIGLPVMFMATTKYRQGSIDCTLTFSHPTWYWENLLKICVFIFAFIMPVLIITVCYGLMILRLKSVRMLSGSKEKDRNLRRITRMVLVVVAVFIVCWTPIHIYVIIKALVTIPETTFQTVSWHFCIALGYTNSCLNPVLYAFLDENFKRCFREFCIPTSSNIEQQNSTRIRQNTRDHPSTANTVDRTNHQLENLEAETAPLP
Target sequence (P41143 whole entry, looked up): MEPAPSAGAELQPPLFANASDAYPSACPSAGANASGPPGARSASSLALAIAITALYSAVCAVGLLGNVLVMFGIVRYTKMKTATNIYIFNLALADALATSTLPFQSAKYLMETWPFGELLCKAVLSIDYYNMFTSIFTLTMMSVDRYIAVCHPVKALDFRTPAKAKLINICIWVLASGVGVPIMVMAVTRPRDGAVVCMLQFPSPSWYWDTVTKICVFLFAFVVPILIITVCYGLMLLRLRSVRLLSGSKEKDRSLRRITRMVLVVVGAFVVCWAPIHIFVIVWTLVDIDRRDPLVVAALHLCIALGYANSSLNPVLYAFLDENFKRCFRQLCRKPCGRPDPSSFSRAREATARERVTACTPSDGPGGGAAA
PfHsp90 set2 = growth inhibition of PfHsp90-expressing yeast, primary screen, antimalarial PfHsp90 inhibitor project, S. cerevisiae, BacTiter-Glo luminescence, single point, set 2 | AID 504621, 2011 | inhibition, % at 9.4 µM | BacTiter-Glo ATP, 48 h; yeast lacking PDR1 and PDR3 efflux regulators | 310,000 compounds, 0.32% hits;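 active = every replicate shows inhibition above about 80%, whatever the replicate mean, limit read from the data; inconclusive = mean inhibition reaches the set limit but some replicate falls short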;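 also: 0% = DMSO neutral controls and 100% = 20 µM radicicol positive controls; yeast relying on Plasmodium falciparum Hsp90 in place of its own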
HTR5A inv ag = HTR5A inverse agonists in luminescence cell assay, primary screen, counter-screen for OPRM1-OPRD1 heterodimer inverse agonist project, full-deck HTS; HTR5A cell line, inverse agonism; AID 504634, 2011; 340,000 compounds, 0.083% hits; 5-hydroxytryptamine receptor 5A (Homo sapiens), P47898; inhibition, % at 9.3 µM; in the data active = inhibition mostly above about 23%, no sharp cut-off; inactive = mostly below about 18%;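 also: 0% = cells with DMSO and 100% = no-cell wells with DMSO; some compounds called inactive have numbers as strong as hits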
PKA-R1A act = activators of PKA-R1A holoenzyme, primary screen, biochemical, fluorescence polarization, Cy5-IP20, bovine R1A, mouse PKAc. cAMP-dependent protein kinase type I-alpha regulatory subunit (Bos taurus) + …. activation, % at 11.4 µM. PKA-R1A dissociation; scaled: DMSO 0%, 113 µM cGMP 100%. 340,000 compounds, 0.083% hits. AID 504707, 2011;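 active = percent activation above the mean of all tested compounds plus 3 SD, cut at about 19% in these data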;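 also: higher means more PKAc released from R1A so a rise in polarization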
OPRM1-OPRD1 inv = inverse agonists of MOR-DOR heterodimerization, primary screen, cell-based, luminescence. inhibition, % at 9.3 µM. Mu-type opioid receptor (Homo sapiens) + Delta-type opioid receptor (Homo sapiens), …. AID 504357, 2011. 340,000 compounds, 0.21% hits. cell-based MOR-DOR heterodimer luminescence, inverse agonism; in the data active = inhibition above about 22%, passing the limit was not always enough;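 also: 0% = cells with DMSO and 100% = wells without cells with DMSO; values of inactives mirror those of a sister screen read the other way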
* hit, by the source's call; ? = inconclusive; . = not tested or not shown; + = active, no number.

Preview (2 entries):
SMILES | SUMO Mot1 rescue | Tat export inh | E coli growth | phage Ecoli inh | AddAB inh | PKA-R2B act | OPRM1-OPRD1 ag | PfHsp90 set2 | HTR5A inv ag | PKA-R1A act | OPRM1-OPRD1 inv
CC(Sc1nncn1C)C(=O)NCCC1=CCCCC1 (stereo unspecified) | -21.0 | 13.7 | -0.5 | 1.8 | -0.2 | -9.8 | -2.6 | 33.9 | -3.1 | -7.2 | 13.5
CC(=O)c1ccc(S(=O)(=O)NC2CC(=O)N(c3ccc(Cl)cc3)C2)cc1 (stereo unspecified) | 198.7 | 5.7 | 2.9 | 0.2 | 3.4 | 1.3 | 1.1 | -23.0 | -8.0 | -10.3 | -7.0

This part in full, previewed entries included:
SMILES | SUMO Mot1 rescue | Tat export inh | E coli growth | phage Ecoli inh | AddAB inh | PKA-R2B act | OPRM1-OPRD1 ag | PfHsp90 set2 | HTR5A inv ag | PKA-R1A act | OPRM1-OPRD1 inv
CC(Sc1nncn1C)C(=O)NCCC1=CCCCC1 (stereo unspecified) | -21.0 | 13.7 | -0.5 | 1.8 | -0.2 | -9.8 | -2.6 | 33.9 | -3.1 | -7.2 | 13.5
CC(=O)c1ccc(S(=O)(=O)NC2CC(=O)N(c3ccc(Cl)cc3)C2)cc1 (stereo unspecified) | 198.7 | 5.7 | 2.9 | 0.2 | 3.4 | 1.3 | 1.1 | -23.0 | -8.0 | -10.3 | -7.0
O=C(CSCc1cccc(Cl)c1)N/N=C/c1ccc(OCC(=O)N2CCCCC2)cc1 | -11.9 | 6.3 | -0.9 | -1.4 | -2.0 | 5.0 | 2.6 | -11.4 | -21.0 | -0.4 | -16.4
COc1cc(C(=O)OCc2ccc(C)cc2)cc(NC(=O)c2cccs2)c1OC | -2.1 | 2.8 | 0.4 | 5.5 | -0.6 | -3.0 | -2.9 | 18.2 | -1.3 | -6.7 | 13.6
Cc1ccc(-n2c(C)nnc2SCC(=O)N2CCOCC2)cc1 | -0.1 | 4.9 | 0.8 | 1.8 | 6.1 | -9.4 | 2.1 | 13.7 | -2.6 | -4.1 | -16.8
CN(C)S(=O)(=O)c1ccc(NC=O)cc1 | 0.7 | -6.8 | 1.2 | 3.8 | -0.3 | -8.8 | -2.4 | 30.2 | -0.1 | -11.1 | 13.1
CC(=O)Nc1nc(C)c(Oc2ccc(Cl)cc2Cl)c(=O)[nH]1 | 7.6 | -6.0 | 2.0 | 0.7 | 4.5 | -4.8 | -1.6 | 2.4 | -31.1 | -20.5 | 9.0
Cc1cc(C)n(CCNC(=O)CC2C(=O)NCCN2Cc2ccccc2C(F)(F)F)n1 (stereo unspecified) | 67.3 | 0.4 | 0.0 | 6.4 | 2.6 | -9.5 | -2.7 | 5.2 | -6.2 | 0.1 | 13.4
Cc1c(NS(=O)(=O)c2cccc(C(=O)N3CCC(C)CC3)c2)c(=O)n(-c2ccccc2)n1C | 8.2 | -5.1 | 0.0 | 1.5 | 0.0 | -4.4 | -2.8 | 13.2 | -14.7 | -4.3 | 14.6
COc1ccc2c(c1)C(c1ccc(C)o1)=NNC(c1cccnc1)=N2 | 92.7 | 3.2 | -1.8 | 1.6 | 0.7 | 3.3 | -0.2 | -13.3 | 5.6 | -8.6 | 1.0
CC(C)C(=O)Nc1nnc(SCc2cccc(F)c2)s1 | -4.9 | 6.1 | 2.6 | 4.8 | 0.9 | -5.6 | -1.0 | -16.7 | 4.2 | -3.9 | 4.9
CCOC(=O)C1=C(COC(=O)COc2ccccc2C(C)C)NC(=O)NC1C (stereo unspecified) | . | 8.9 | . | 6.2 | . | 0.9 | 3.2 | . | -15.1 | -6.1 | -20.6
COCC(C)n1c(C)cc(C(=O)COc2ccc(N(C)S(=O)(=O)c3ccc(NC(C)=O)cc3)cc2)c1C (stereo unspecified) | . | 4.9 | . | 1.2 | . | -11.5 | -0.4 | 11.8 | -10.3 | -4.3 | 2.5
CN(Cc1ccon1)Cc1cn(C)nc1-c1ccc2c(c1)OCCO2 | -2.9 | -15.8 | -1.8 | 3.4 | 0.7 | 3.1 | -0.8 | 1.2 | -3.0 | -4.3 | 4.4
Cc1ccnc(N2CCCC(C(=O)Nc3cccc(C)c3C)C2)n1 (stereo unspecified) | 6.0 | -9.6 | -1.4 | 2.5 | 1.7 | 4.5 | -0.5 | -47.1 | -0.2 | -6.0 | 3.2
C=CCOC(=O)C1=C(C)NC(=O)NC1c1cc2c(cc1Br)OCO2 (stereo unspecified) | -6.4 | 1.0 | 0.1 | -0.6 | 0.5 | -5.2 | -3.6 | -9.1 | -0.4 | -0.6 | 17.5
Cc1ccc(N2C(=O)CC(Sc3ncccc3C(=O)O)C2=O)cc1 (stereo unspecified) | 3.8 | -1.3 | -3.6 | 2.9 | 1.3 | -1.2 | -1.1 | 11.3 | -13.5 | -0.5 | 5.4
CNC(=O)COC(=O)c1ccc(NC(=O)CC#N)cc1 | -3.6 | -5.6 | 3.5 | 0.2 | 0.2 | -4.8 | -1.8 | 5.4 | -16.3 | 7.6 | 9.6
CCOc1ccccc1NC(=O)/C(C#N)=C/c1cccnc1 | -13.8 | 14.5 | . | 1.6 | . | -13.7 | -2.0 | 12.0 | 9.2 | -11.8 | 10.5
CC1(C)CC(=O)C2=C(C1)N(Cc1ccco1)C(=O)C2(NC(=O)c1cccnc1)C(F)(F)F (stereo unspecified) | 13.7 | -13.9 | 4.2 | 0.7 | 2.2 | 1.9 | -2.5 | . | 8.7 | 3.5 | 12.2
CCOc1ccccc1OCC(=O)OCC(=O)c1c(C)[nH]c2ccccc12 | -3.2 | 8.6 | 0.9 | 3.5 | 3.8 | -4.6 | -2.5 | 10.5 | 17.3 | -9.7 | 12.0
CCc1ccc(OCCCC(=O)NCc2ccccc2)cc1 | 0.0 | -2.8 | -0.3 | 1.4 | 3.2 | 0.2 | -1.2 | -26.2 | -8.5 | 5.4 | 6.5
Cc1ccc(C(=O)N(C)CC(=O)Nc2ccc(N3CCOCC3)cc2)s1 | 71.3 | -6.4 | 2.4 | 1.2 | 6.3 | -3.2 | -4.8 | -10.6 | -2.2 | -10.1 | 24.7
CCCC(=O)NNC(=O)CCC(=O)Nc1ccccc1Cl | . | -8.1 | -0.4 | 3.2 | 1.4 | 9.0 | -1.8 | 4.7 | 20.3 | 1.9 | 8.8
OCCCNC(=S)NC1CCCC1 | -1.5 | 2.6 | -1.1 | 1.8 | 5.4 | -10.3 | -0.8 | -12.4 | -28.4 | 3.8 | 5.1
COc1ccc(N2CCN(C(=O)CSc3nnc(-c4cc5ccccc5cc4O)n3C)CC2)cc1 | 1.2 | -0.7 | 0.8 | 2.5 | 5.8 | -4.5 | -1.0 | 0.1 | 6.9 | 9.1 | 5.2
Cc1cc(=O)[nH]c2cc(O)ccc12 | 6.6 | 2.3 | 1.6 | 2.8 | -0.8 | -1.5 | -0.4 | 5.2 | -21.7 | -0.1 | 2.3
CN1C(=O)c2ccccc2N(C)C1c1cccc(O)c1 (stereo unspecified) | -5.7 | 5.8 | 1.7 | 0.5 | 6.0 | -7.2 | -4.6 | 27.0 | -17.1 | -9.3 | 22.9
CCCOc1c(Br)cc(/C=N/O)cc1OC | 87.7 | 3.4 | 1.0 | 1.0 | 4.4 | -0.7 | 1.8 | . | 4.0 | 8.1 | -8.9
O=C(CSc1ccc(Br)cc1)Nc1ccc(N2CCOCC2)cc1 | 0.5 | 5.3 | -0.3 | 0.2 | -1.9 | -10.7 | 0.2 | 8.6 | -5.0 | 3.7 | -1.2
Cc1ccc(CN2C(=O)N/C(=C/c3ccc(-c4ccc(C(=O)O)cc4)o3)C2=O)cc1 | 72.7 | 0.2 | -2.5 | 2.1 | -1.7 | -4.3 | -3.5 | -6.3 | -1.1 | -2.4 | 18.8
CCN1CCN(CC(=O)Nc2cc(C)c(C)cc2[N+](=O)[O-])CC1 | 9.8 | -1.3 | -2.3 | 3.8 | 1.2 | 4.3 | -1.6 | 5.1 | -13.1 | -5.0 | 10.2
Cc1noc(C)c1C(=O)OCC(=O)c1ccc[nH]1 | -4.6 | -4.6 | 0.7 | 1.2 | 0.7 | -10.3 | -1.7 | 4.9 | -17.3 | -10.4 | 10.5
CC(C)Oc1ccc(CN=C(N)N=C(N)N)cc1Cl | 4.7 | 12.8 | -2.5 | 5.2 | -3.2 | -1.2 | -1.2 | -12.5 | 7.3 | 7.9 | 6.3
Cc1cccc(C(=O)OCC(=O)c2ccc3c(c2)NC(=O)CO3)c1 | -8.0 | 4.0 | -0.7 | 4.4 | 1.4 | -5.2 | -1.2 | -2.5 | 3.6 | -0.4 | 5.3
Cc1ccc(CNC(=O)c2ccc(CS(=O)(=O)c3ccccc3C)o2)cc1 | 8.4 | 1.5 | -0.1 | 2.1 | 0.9 | 4.7 | -3.2 | 10.5 | 5.4 | 2.6 | 16.0
Cc1nn(C)c(Cl)c1CN1CCN(CCC(C)C)C(CCO)C1 (stereo unspecified) | + | 1.2 | 1.5 | 1.1 | 4.2 | -11.2 | -3.0 | 6.9 | -0.6 | -5.7 | 15.5
COc1ccccc1Oc1ccc2c(c1)C(=O)N(c1ccccc1)C2=O | -14.4 | -4.6 | -0.4 | 2.6 | 1.1 | -1.8 | 4.5 | 18.8 | -9.5 | 0.3 | -24.2
CC(C)N1CCSC1=S | . | 2.6 | . | 2.2 | . | -6.8 | -1.9 | 1.2 | -22.4 | -9.8 | 9.9
COc1ccc(NC(=O)c2ccc(COCC(F)(F)F)cc2)cc1OC | -12.1 | -4.5 | -0.3 | 5.9 | 1.8 | 1.2 | 1.9 | 15.2 | -3.1 | 5.3 | -9.5
COCCOC(=O)C1=C(C)NC2=C(C(=O)CC(C)(C)C2)C1c1cccnc1 (stereo unspecified) | 166.7 | -4.8 | -1.1 | 3.1 | 0.5 | 8.1 | -0.1 | 27.3 | 9.4 | -8.9 | 0.5
COc1cc(OC)c2c(-c3cccc(-c4ccc(CO)cc4)c3)cc(=O)oc2c1 | . | 9.2 | 1.2 | . | -0.6 | -6.0 | 0.4 | -5.6 | -15.1 | 1.1 | -1.4
Cc1ccc(NCc2nnc3n2CCCCC3)c(C)c1 | 21.7 | ? | 1.8 | 5.2 | 3.9 | 6.5 | -1.4 | -8.7 | 17.2 | 0.1 | 6.9
CC1=CC(C)C2(CO)COC(c3ccccc3O)C1C2C (stereo unspecified) | -2.5 | 4.9 | -2.0 | 1.1 | 2.4 | -5.5 | -0.1 | 63.4 | -11.4 | -2.0 | 0.4
